From PubChem BioAssay
14-3-3 PPI: modulators of 14-3-3 gamma protein binding, primary screen, biochemical, fluorescence polarization. FP, 14-3-3gamma / TMR-pS259-Raf peptide binding. inhibition, % at 40 µM. 0.19% of 160,000 active; in the data active means inhibition above about 30%;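 further: 0% = protein plus tracer without compound and 100% = blank with tracer alone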
Target sequence (P61981 whole entry, looked up): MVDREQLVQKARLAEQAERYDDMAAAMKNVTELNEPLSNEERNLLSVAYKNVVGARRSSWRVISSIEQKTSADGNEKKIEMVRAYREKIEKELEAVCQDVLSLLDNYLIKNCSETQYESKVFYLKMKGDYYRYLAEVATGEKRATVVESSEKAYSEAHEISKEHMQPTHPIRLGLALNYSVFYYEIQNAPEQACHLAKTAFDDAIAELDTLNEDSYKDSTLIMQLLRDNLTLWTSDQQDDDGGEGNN
* = called active by the depositor; & = joins results of further samples. Only part of the results is shown. The share of hits here may be higher or lower than overall.

14-3-3 PPI	SMILES
-8.3	COc1ccccc1CNC(=O)CNC(=O)Cn1cnc2ccccc2c1=O
-2.0	CCOc1ccccc1N1CCN(Cc2ccc(OC)c(OC)c2)CC1
-2.6	Cc1cc(C)n2nc(SCCC(=O)NCc3ccccc3)nc2n1
-12.8	CC(=O)Nc1ccc2oc(-c3cc(F)c(F)cc3Cl)nc2c1
-0.4	Cc1cc(C)n(CCOC(=O)c2sc3ccccc3c2Cl)n1
-5.9	CC(C)CN(C(=O)COC(=O)c1ccc2c(c1)NC(=O)CS2)C1CCS(=O)(=O)C1 (stereo not drawn)
-5.6	COc1ccc(C2C(C(=O)Nc3ccc(OC)c(OC)c3)c3ccccc3C(=O)N2Cc2ccc(F)cc2)cc1 (stereo not drawn)
-16.8	COc1ccc(CNC(=O)c2sc3nc(-c4ccc(OC)cc4)ccc3c2N)cc1
-7.8	CCOc1ccc(C2=Nn3c(nnc3-c3cccnc3)SC2)cc1
-11.3	CCCC(=O)Nc1ccc(C(=O)n2nnc3ccccc32)cc1
-8.7	CCCc1ccc(-c2ccc(C(=O)Nc3ccc(C)cc3)cc2)nc1
-7.3	Cc1nc2cc(C(=O)O)ccc2n1-c1ccc(Br)cc1
2.2	CCOc1ccc(C(=O)Nc2c[nH]c(=O)[nH]c2=O)cc1
-92.2	Cc1cc(NC(=O)C2CC2)nc2c1c(=O)oc1ccccc12
1.9	CCc1nnc(NC(=O)Cn2nnc(-c3ccccc3F)n2)s1
-5.0	O=S(=O)(c1cccs1)N1CCC(Cc2ccccc2)CC1

Molecules from the list above that have a Cl atom, in the order listed:
14-3-3 PPI	SMILES
-12.8	CC(=O)Nc1ccc2oc(-c3cc(F)c(F)cc3Cl)nc2c1
-0.4	Cc1cc(C)n(CCOC(=O)c2sc3ccccc3c2Cl)n1

Additional structures follow:
14-3-3 PPI	SMILES
-13.6	CCOc1ccc(-c2csc(NC(=O)c3cccnc3)n2)cc1
-1.6	Cc1ccc(-n2nc3c(c2NC(=O)c2ccc(Cl)cc2)CSC3)c(C)c1
0.7	CC(=O)c1cccc(NC(=O)C2CCCCC2)c1
-35.2	Cc1ccc2nc(NC(=O)COC(=O)CSc3nc(C)cc(C)n3)sc2c1
-3.2	CCN1C(=O)C(O)(CC(=O)c2cccc([N+](=O)[O-])c2)c2ccccc21 (stereo not drawn)
-8.1	Cc1ccc(C(=O)NS(=O)(=O)c2ccccc2)cc1
2.8	O=C1c2cccc3cccc(c23)N1Cc1c(O)ccc2ccccc12
-5.7	O=[N+]([O-])c1cnn(-c2nc(-c3ccccc3)cc(C(F)(F)F)n2)c1
-7.8	O=C1C2C3C=CC(C3)C2C(=O)N1c1cccc([N+](=O)[O-])c1 (stereo not drawn)
-7.2	CCOC(=O)c1ccc(NC(=O)C2CC(=O)NC(=Nc3ccc(C)c(C)c3)S2)cc1 (stereo not drawn)
2.5	Cc1ccnc(NS(=O)(=O)c2ccc(NC(=O)Cc3ccc(F)cc3)cc2)n1
-5.3	Cc1ccc2[nH]c(=O)c(CN(Cc3ccco3)C(=O)c3ccncc3)cc2c1
-4.0	CCCCCCN1CC(O)=C(c2nc3ccccc3[nH]2)C1=N
2.3	O=C(COC(=O)C(Cc1ccccc1)N1C(=O)c2ccccc2C1=O)c1ccc(Cl)cc1 (stereo not drawn)
-1.8	CC(C)(C)C(=O)OCCn1c(=O)c2cc3c(=O)n(CCOC(=O)C(C)(C)C)c(=O)c3cc2c1=O
-9.8	O=S(=O)(NCCOCc1ccccc1)c1ccccc1
-8.4	COC(=O)c1ccc(C(=O)OC)c(NC(=O)COc2ccccc2OC)c1
-9.1	CCn1c(NCCc2ccc(OC)c(OC)c2)nc2c1c(=O)n(C)c(=O)n2C
-19.8	Cc1ccc(N2C(=O)C3C(c4ccccc4)OC4(C(=O)c5ccccc5C4=O)C3C2=O)cc1Cl (stereo not drawn)
-13.4	c1coc(-c2nnc(-c3ccco3)o2)c1
-8.1	Cn1c(-c2ccc(F)cc2)cnc1SCC(=O)NCc1ccco1
5.2	COc1ccc(C(=O)N2CCN=C2SCc2ccc(Br)cc2)cc1OC
-5.1	Cc1ccc(S(=O)(=O)c2c(C)nn(C(C)(C)C)c2OC(=O)c2ccccc2F)cc1
-5.9	O=C(NC1CCCCCCC1)c1cccn2c(=O)c3ccccc3nc12
3.5	COC(=O)C1=CN(C)C=C(C(=O)OC)C1c1ccc(Cl)s1
4.5	FC(F)Oc1ccc(Br)cc1C1C=C(c2ccc(Cl)cc2)Nc2ncnn21 (stereo not drawn)
-5.1	O=C(CC1Sc2ccccc2NC1=O)Nc1ccc(N2CCOCC2)cc1 (stereo not drawn)
0.1	O=C(Nc1ccc(Cl)cc1)c1ccsn1
0.5	Cn1c(=O)n(Cc2ccccc2)c(=O)c2c1nc1n2CCCN1Cc1ccccc1
-5.4	c1csc(Cc2nn3c(-c4ccncc4)nnc3s2)c1
-1.3	Cc1ccc(N2CCN(C(=O)c3ccc(CS(=O)(=O)Cc4ccc(F)cc4)o3)CC2C)cc1 (stereo not drawn)
-1.6	O=C(Nc1ccc(N2CCN(C(=O)c3ccccc3)CC2)c(Cl)c1)c1ccco1

Random excerpt: 2 entries already listed, in no set order.
14-3-3 PPI	SMILES
3.5	COC(=O)C1=CN(C)C=C(C(=O)OC)C1c1ccc(Cl)s1
-1.3	Cc1ccc(N2CCN(C(=O)c3ccc(CS(=O)(=O)Cc4ccc(F)cc4)o3)CC2C)cc1 (stereo not drawn)

(next part)
14-3-3 PPI	SMILES
-6.5	CCc1cccc(NC(=O)C2CCC(CNS(=O)(=O)c3ccc(Br)s3)CC2)c1 (stereo not drawn)
-0.3	COc1ccc(CNC(=O)c2ccc([N+](=O)[O-])o2)cc1
-17.8	CCC/C(O)=C1\C(=O)CC(C)(C)CC1=NCCO
-2.6	Cc1ccc(-c2nc3ccccn3c2Nc2c(C)cccc2C)o1
-11.2	O=C1CC(N2CCN(c3ccccn3)CC2)C(=O)N1c1cccc2ccccc12 (stereo not drawn)
-11.0	COc1ccccc1CNc1ccc(C(=O)O)cc1S(=O)(=O)Nc1cccc(C(F)(F)F)c1
-3.7	FC(F)(F)c1ccccc1CN1CCC(N2CCN(c3ccccc3)CC2)CC1
3.9	COc1ccc(Cl)c(Cn2c(NCC(C)O)nc3c2c(=O)n(C)c(=O)n3C)c1 (stereo not drawn)

The final 7 records of the part above open the next one.
14-3-3 PPI	SMILES
-0.3	COc1ccc(CNC(=O)c2ccc([N+](=O)[O-])o2)cc1
-17.8	CCC/C(O)=C1\C(=O)CC(C)(C)CC1=NCCO
-2.6	Cc1ccc(-c2nc3ccccn3c2Nc2c(C)cccc2C)o1
-11.2	O=C1CC(N2CCN(c3ccccn3)CC2)C(=O)N1c1cccc2ccccc12 (stereo not drawn)
-11.0	COc1ccccc1CNc1ccc(C(=O)O)cc1S(=O)(=O)Nc1cccc(C(F)(F)F)c1
-3.7	FC(F)(F)c1ccccc1CN1CCC(N2CCN(c3ccccc3)CC2)CC1
3.9	COc1ccc(Cl)c(Cn2c(NCC(C)O)nc3c2c(=O)n(C)c(=O)n3C)c1 (stereo not drawn)
-9.3&-6.3	COc1cc(-n2c(=O)c3ccccc3n(Cc3cccnc3)c2=O)cc(OC)c1OC
-0.7	Cc1ccc(S(=O)(=O)c2ccc(Cl)cc2)cc1S(=O)(=O)Nc1ccc(Cl)cc1
-11.1	CC1=C(C(=O)Nc2ccc(Br)cn2)C(c2ccsc2)C2=C(CCCC2=O)N1 (stereo not drawn)
3.5	COCCN(CCOC)S(=O)(=O)c1ccc(C(=O)Nc2nnc(C)o2)cc1
-2.2	CCCc1nnc(NC(=O)Cn2c(=O)sc3ccccc32)s1
-19.9	COc1ccc(-c2cc(=O)c3ccc4ccccc4c3o2)cc1
2.9	CCOC(=O)c1cnc2ccc(Br)cc2c1Nc1ccc(NC(C)=O)cc1
-6.6	CC(=O)N1CCCc2cc(S(=O)(=O)Nc3cccc(F)c3)ccc21
-4.7	CC1CC(CC(C)C(=O)Nc2nncs2)C(=O)O1 (stereo not drawn)
-7.9	CCCS(=O)(=O)N1CCN(c2ccccc2F)CC1
-0.4	O=C(Nc1cccc2nsnc12)C1CC(=O)N(c2ccccc2)C1 (stereo not drawn)
-0.3	CCOCCn1c(CN2CCOCC2)nc2c1c(=O)[nH]c(=O)n2C
9.7	COC(=O)c1c(C)oc2ccc(OC(=O)c3ccc([N+](=O)[O-])cc3)cc12
4.3	Cc1ccc(-c2nnc(N3CCN(c4ccccn4)CC3)c3ccccc23)cc1
-2.7	CCc1ccc(C2C(C(C)=O)=C(C(=O)OC)Nc3nnnn32)cc1 (stereo not drawn)
-22.4	N#Cc1c(N=Cc2cc(Br)c(O)cc2O)sc2c1CCCC2
-6.7	CCOc1ccc(-c2cc(C(=O)N3CCN(c4ccccn4)CC3)c3ccccc3n2)cc1
0.1	CCOc1ccccc1NC(=O)c1ccc(Cl)cc1
-6.2	O=C(CSc1nc2ccccc2o1)Nc1cccc2c1C(=O)c1ccccc1C2=O
-34.5	CCC(=O)Nc1sc2c(c1C(N)=O)CCC2
-7.1	CC1CC(C)CN(S(=O)(=O)c2ccc(C(=O)Nc3nc(-c4cc5ccccc5oc4=O)cs3)cc2)C1 (stereo not drawn)
-4.1	COc1cccc(-n2c(=O)c3sccc3n(CC(=O)NCCc3ccc(S(N)(=O)=O)cc3)c2=O)c1
7.3	CCOC(=O)c1ccc(NS(=O)(=O)c2cccc(C(=O)OC)c2)cc1
6.0&-7.3	C=CCn1c(=N)n(CC(=O)OCC)c2ccccc21
-4.0	COc1ccc(CCN2C(=O)CC(NCc3ccc4c(c3)OCO4)C2=O)cc1OC (stereo not drawn)
-8.2	COc1cccc(CNC(=O)CCSCc2ccccc2F)c1
2.1&4.4	C=C(C)COc1ccc2c3c(c(=O)oc2c1OCC(=C)C)CCC3
-4.0	O=c1c2ccccc2[nH]c(=S)n1Cc1ccco1
-66.8	COc1ccc(-n2c(C=Cc3ccc(N(C)C)cc3)nc3ccccc3c2=O)cc1Cl
6.5	O=C(Oc1ccc([N+](=O)[O-])cc1)c1cncc(Br)c1
0.5	Cc1cccc(S(=O)(=O)N2CCSC2c2cccc(Cl)c2)c1 (stereo not drawn)
-1.2	COc1ccc(S(=O)(=O)Nc2cc(C(C)C)c(O)c(S(=O)(=O)c3ccccc3)c2)cc1
-9.1	O=C(NC1CCCCC1)N1CCC(c2nc3ccc(Cl)cc3[nH]2)CC1
-9.3	COc1ccc(C(=O)NC(C)c2nc3ccccc3n2C)cc1OC (stereo not drawn)
-15.9	CC(=O)Oc1ccc(C2Nc3ccc(C(C)=O)cc3C3C=CCC32)c(OC(C)=O)c1 (stereo not drawn)
2.5	Cc1cccc(NC(=O)Cn2cc(C(=O)C(F)(F)F)c3ccccc32)c1
-4.5	O=C(Nc1ccc2c(c1)CCC2)c1ccc2c(=O)n(Cc3ccccc3)c(=S)[nH]c2c1
1.1	CN(C)CCN1C(=O)C(=O)/C(=C(/O)c2ccc(OCc3ccccc3)cc2)C1c1ccncc1 (stereo not drawn)
-8.3	O=C1CC(=O)NC(SCc2ccccc2)=N1
0.5	CC1CCCN(C(=O)c2ccc(-n3c(=S)[nH]c4ccccc4c3=O)cc2)C1 (stereo not drawn)
2.0	Cc1cc(Nc2cc(C(=O)O)ccc2C)n2ncnc2n1
-3.9	O=C(CSC1=NC(=O)C(Cc2ccccc2)C(=O)N1)Nc1ccccc1 (stereo not drawn)
-5.7	COc1ccc(-n2c(Cc3cccn3C)nnc2SCC(=O)Nc2ccc(C)cc2)cc1
-5.6	O=C1c2ccccc2NC(C=Cc2ccc([N+](=O)[O-])cc2)N1c1ccccc1 (stereo not drawn)
-3.9	COc1ccc(-c2nc(SCC(=O)Nc3ccc(Cl)cc3)c3c(=O)n(C)c(=O)n(C)c3n2)cc1
-3.4	CCCCCCN1C(=O)C(=O)/C(=C(/O)c2ccccc2)C1c1ccc(Br)cc1 (stereo not drawn)
-7.5	CS(=O)(=O)N1CCN(c2ccc(NC(=O)c3ccc(Br)o3)cc2)CC1
-3.5	Nn1cnn(Cc2ccccc2)c1=S

Part of the list above, as labelled records:
COc1ccc(-c2nc(SCC(=O)Nc3ccc(Cl)cc3)c3c(=O)n(C)c(=O)n(C)c3n2)cc1
  14-3-3 PPI: -3.9
CCCCCCN1C(=O)C(=O)/C(=C(/O)c2ccccc2)C1c1ccc(Br)cc1 (stereo not drawn)
  14-3-3 PPI: -3.4

Next part
14-3-3 PPI	SMILES
-4.9	CCCOc1ccccc1C1NC(=O)NC(C)=C1C(=O)OC1CCCCC1 (stereo not drawn)
-3.0	O=C(Nc1cccc(Cl)c1)c1cc(S(=O)(=O)NCc2ccccc2Cl)ccc1F
-3.7	COC(=O)c1cc(OC)c(OC)cc1NC(=O)Nc1ccccc1OC
-13.1	COc1ccc(-n2c(=S)[nH]c3cc(C(=O)N(C)Cc4ccccc4)ccc3c2=O)cc1
-2.4	CCOc1ccc(NS(=O)(=O)c2ccc3c(c2)CCCN3C(C)=O)cc1
-3.1	Cc1cc(C)c2nc(N3CCCC3)c(C#N)cc2c1
-3.1	CCC12CCC(CCc3ccc(C(C)=O)cc3)(CC1)CC2
-6.9	Cc1cnnc2c1-c1no[n+]([O-])c1CC2
-0.6	COc1ccc(NS(=O)(=O)c2c(C)n(C)c(=O)n(C)c2=O)cc1OC
-1.2	CCNc1nc(SCc2ccccc2)nc(N2CCOCC2)n1
1.1	COc1ccc(-n2nc(C(=O)NCC(=O)N3CCN(C)CC3)c3ccccc3c2=O)cc1
-4.1	CCn1nc(NC(=O)c2ccco2)c2cc3ccc(C)cc3nc21
-4.5	O=C(CN1C(=O)C2C3C=CC(C3)C2C1=O)Nc1ccccc1O (stereo not drawn)
4.0	O=C1CC(c2cccc(Cl)c2)Cc2nc(N3CCOCC3)ncc21 (stereo not drawn)
-7.4	COc1ccc(N2C(=O)CCC(C(=O)NC3CCCC(C)C3C)C2c2ccc(F)cc2)cc1 (stereo not drawn)
0.5	O=C1c2ccccc2NC(c2ccc(Cl)cc2)N1c1ccc(F)cc1 (stereo not drawn)
-3.9	CCOc1ccc(-c2cc(C(=O)NCc3cccc(OC)c3)c3ccccc3n2)cc1
2.0	C=CCn1cc(C(=O)NCCCOC)c(=O)c2cc(S(=O)(=O)N3CCC(C)CC3)ccc21
-1.6	COc1cccc2cc(C(=O)Nc3cc(C)ccn3)c(=O)oc12
2.2&-8.7	O=C(CN1CCN(Cc2ccc(F)cc2)C1=O)NCc1cccs1
